PI4K2A block: qHTS for small molecular inhibitors of PI4K2A; activity change, negative = inhibition, % at 76.9 µM; purified PI4K2A, ADP-Glo luminescence, 1 h; stronger effect = lower value; AID 1346378, 2018; hit rate 0.13% among 420,000; Phosphatidylinositol 4-kinase type 2-alpha (Homo sapiens), Q9BTU6; in the data active = activity change below about -50%;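 also: -100% = wells without enzyme as full effect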
Target sequence (Q9BTU6 whole entry, looked up): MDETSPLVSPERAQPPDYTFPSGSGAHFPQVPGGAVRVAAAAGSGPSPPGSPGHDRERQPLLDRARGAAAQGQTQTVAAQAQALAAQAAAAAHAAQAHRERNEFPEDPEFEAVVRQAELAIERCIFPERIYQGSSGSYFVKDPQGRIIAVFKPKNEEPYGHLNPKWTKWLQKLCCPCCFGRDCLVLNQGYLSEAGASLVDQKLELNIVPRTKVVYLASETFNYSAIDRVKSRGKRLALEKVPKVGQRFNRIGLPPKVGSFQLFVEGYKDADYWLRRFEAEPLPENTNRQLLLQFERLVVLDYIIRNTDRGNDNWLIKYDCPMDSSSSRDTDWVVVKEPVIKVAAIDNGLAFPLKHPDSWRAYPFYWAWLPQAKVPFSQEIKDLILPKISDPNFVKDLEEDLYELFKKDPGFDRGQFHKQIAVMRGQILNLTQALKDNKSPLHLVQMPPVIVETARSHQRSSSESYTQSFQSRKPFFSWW
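Compounds are screened against recombinant PI4K2A using PI as substrate and ATP, the latter dispensed at 300 microM. Reactions run one hour at ambient temperature before ADP-Glo detection; full inhibition defined by wells lacking enzyme.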
* hit, by the source's call; i = inactive.

SMILES	PI4K2A block
CCC(=O)N1CCCC(C)(C(=O)Nc2ccc(OC)c(F)c2)C1 (stereo unspecified)	-8
COc1ccc(-c2cc3nc(NCc4ccc(N(C)C)cc4)n(C)c(=O)c3s2)cc1OC	-4
CC1(C(=O)Nc2ccc3c(c2)OCCO3)CSCC(=O)N1CCCn1ccnc1 (stereo unspecified)	2
CCCCCCCCN1C(=O)[C@H](CC(=O)N2CCOCC2)C[C@@]2(C(=O)OCC)CCCC=C12	0
Cc1ccc(-c2cnc3cccnn23)cc1F	-2
Cc1cccc(N(C)C(=S)Oc2ccc3c(c2)C2CCC3C2)c1 (stereo unspecified)	-3
CCOC(=O)[C@@]12CCCC=C1N(CCc1ccc(Cl)cc1)C(=O)[C@H]2CC(=O)NCC12CC3CC(CC(C3)C1)C2	-7
CCc1nc2c(OCc3ccc(C(=O)N(C)C)cc3)cccn2c1N(C=O)Cc1ccccc1	-1
Nn1c(SCC(=O)Nc2nccs2)nnc1-c1cc(-c2ccc(Cl)cc2)n[nH]1	-6
COc1cc(CN2C[C@@H](CO)O[C@@H](n3cnc4c(NC5CC5)ncnc43)C2)cc(OC)c1OC	3
COc1cccc(CNc2nc3cc(-c4ccc(C)cc4)sc3c(=O)n2C)c1OC	2
OC(c1ccccc1)c1ncc(-c2ccc(Cl)cc2)[nH]1 (stereo unspecified)	-1
COC(=O)[C@]12C[C@H](CC(=O)N3CCCCC3)C(=O)N(Cc3ccc(Cl)cc3Cl)C1=C[C@H](COCc1ccccc1)O[C@@H]2C	-2
COc1ccc(N2C(=O)c3ccccc3NC(=O)C2C(=O)NCc2ccco2)cc1 (stereo unspecified)	1
CCC[C@H]1[C@@H](OC(=O)NCCc2ccccc2)CC[C@@]23CCCN2C(=O)CCC[C@@H]13	0
CCCCNC(=O)C1C(c2ccccc2)=Nc2ccccc2N1C(=O)c1ccc(C)cc1 (stereo unspecified)	2
COc1cc(OC)c(C2C=CC(=O)CC2)c(OC)c1 (stereo unspecified)	1
Cc1cc2nc(-c3ccccc3Br)n(/C=C(\c3ccccc3)n3c(=O)[nH]c4ccccc43)c2cc1C	2
COc1ccc(Cc2nnc(SC)n2-c2ccc(F)cc2)cc1OC	-2
CCCCNC(=O)C1(C)CCN1C(=O)c1cc(OC)ccc1Br (stereo unspecified)	4

Part of the list above, as comma-separated lines.
SMILES,PI4K2A block
CCC(=O)N1CCCC(C)(C(=O)Nc2ccc(OC)c(F)c2)C1 (stereo unspecified),-8
COc1ccc(-c2cc3nc(NCc4ccc(N(C)C)cc4)n(C)c(=O)c3s2)cc1OC,-4
CC1(C(=O)Nc2ccc3c(c2)OCCO3)CSCC(=O)N1CCCn1ccnc1 (stereo unspecified),2
CCCCCCCCN1C(=O)[C@H](CC(=O)N2CCOCC2)C[C@@]2(C(=O)OCC)CCCC=C12,0
Cc1ccc(-c2cnc3cccnn23)cc1F,-2
Cc1cccc(N(C)C(=S)Oc2ccc3c(c2)C2CCC3C2)c1 (stereo unspecified),-3
CCOC(=O)[C@@]12CCCC=C1N(CCc1ccc(Cl)cc1)C(=O)[C@H]2CC(=O)NCC12CC3CC(CC(C3)C1)C2,-7
CCc1nc2c(OCc3ccc(C(=O)N(C)C)cc3)cccn2c1N(C=O)Cc1ccccc1,-1
Nn1c(SCC(=O)Nc2nccs2)nnc1-c1cc(-c2ccc(Cl)cc2)n[nH]1,-6
COc1cc(CN2C[C@@H](CO)O[C@@H](n3cnc4c(NC5CC5)ncnc43)C2)cc(OC)c1OC,3
COc1cccc(CNc2nc3cc(-c4ccc(C)cc4)sc3c(=O)n2C)c1OC,2
OC(c1ccccc1)c1ncc(-c2ccc(Cl)cc2)[nH]1 (stereo unspecified),-1
COC(=O)[C@]12C[C@H](CC(=O)N3CCCCC3)C(=O)N(Cc3ccc(Cl)cc3Cl)C1=C[C@H](COCc1ccccc1)O[C@@H]2C,-2
COc1ccc(N2C(=O)c3ccccc3NC(=O)C2C(=O)NCc2ccco2)cc1 (stereo unspecified),1
CCC[C@H]1[C@@H](OC(=O)NCCc2ccccc2)CC[C@@]23CCCN2C(=O)CCC[C@@H]13,0
CCCCNC(=O)C1C(c2ccccc2)=Nc2ccccc2N1C(=O)c1ccc(C)cc1 (stereo unspecified),2
COc1cc(OC)c(C2C=CC(=O)CC2)c(OC)c1 (stereo unspecified),1
Cc1cc2nc(-c3ccccc3Br)n(/C=C(\c3ccccc3)n3c(=O)[nH]c4ccccc43)c2cc1C,2

The list goes on.
SMILES	PI4K2A block
O=C(Nc1cccc(C(F)(F)F)c1)O[C@@H]1CC[C@@]23CCCN2C(=O)CCC[C@H]3C1	-3
O=C1C(=O)N(Cc2ccc(-c3ccccc3)cc2)c2ccc(OC(F)(F)F)cc21	5
COc1ccc(NC(=O)C2(C)Cc3c(-c4ccccc4)ccnc3O2)cn1 (stereo unspecified)	-1
CC(C)CCN(C)C1CCN(C(=O)Nc2ccc(Cl)cc2)CC1	-2
Cc1ccc2nc(-c3ccc(NC(=O)CSc4nnc(-c5cccc(Cl)c5)n4Cc4ccco4)cc3)sc2c1	-23
CCCCOCCCNC(=O)C[C@H]1C[C@@]2(C(=O)OC)C(=C[C@H](C(C)C)O[C@@H]2C2CC2)N(Cc2ccc(Cl)cc2Cl)C1=O	-3
C[C@@H]1N[C@H]2N(C1=O)c1ccccc1[C@@]21C[C@@H]2C(=O)N[C@](C)(O1)c1nc3ccccc3c(=O)n12	-2
CC(C)C[C@H]1CNC(=S)N1C[C@H]1CCCN1C[C@H](Cc1ccc(O)cc1)N1C[C@H](Cc2ccc(O)cc2)N(CCc2ccccc2)C1=S	4
Cc1ccc(-c2nc3ccc(C)cn3c2CC2CCCCC2)cc1	-7
CN(C)c1ccc(-c2csc(C(C)(O)c3ccc(F)c(F)c3)n2)cc1 (stereo unspecified)	3
CC(=O)Nc1ccc(C(=O)N2CCCCC2c2cc(C(=O)Nc3ccccc3Cl)no2)cc1 (stereo unspecified)	-1
COc1cc(S(N)(=O)=O)cc(C(=O)O)c1OC	4
O=C(C1CCCN1S(=O)(=O)c1ccccc1[N+](=O)[O-])N1CCN(c2ccccc2)CC1 (stereo unspecified)	-4
COC(=O)c1ccc2cc(F)cc(C)c2n1	-5
O=S1(=O)CC(N2CC=CC2)CN1Cc1cn(Cc2ccc(Cl)cc2)nn1 (stereo unspecified)	-4
CCc1nc2ccc(C(=O)Nc3cc(-c4ccccc4)ccc3OC)cn2c1N(C)Cc1ccc(OC)cc1	-2
COC(=O)C1(C(=O)OC)C[C@H](c2ccc(OC)cc2)N(Cc2ccccc2OC)[C@@H]1c1ccc(OC)cc1	-2
C[C@H]1[C@@H](NC(=O)C2CCCCC2)CC[C@@]23CCCN2C(=O)CCC[C@@H]13	1
CNc1nc(-c2cccc(C(=O)N(C)C)c2)cn2ccnc12	-6
O=C(c1cccc(F)c1F)N1CCCC(c2nc(-c3cccs3)no2)C1 (stereo unspecified)	0
CC(C)CN1C(=O)[C@]2(CC(=O)N(C)C2c2ccccc2)c2cc(-n3cc(CCc4ccccc4)nn3)ccc21 (stereo partly specified)	0
C=CCCC(=O)N[C@H]1CC[C@@]23CCCN2C(=O)CCC[C@H]3[C@H]1C	4
O=S1(=O)N[C@@H](Cc2ccccc2)COc2cc(N3CCC[C@H]3CO)ccc21	0
CNc1cccc(-c2cccc(C(=O)N3CCOCC3)c2)n1	2
COc1ccc(Cl)cc1Cn1c(C)c(C(=O)NCc2ccc(C#N)cc2)sc1=O	-1
CS(=O)(=O)c1ccc(Nc2nc(C(N)c3ccccc3Cl)cs2)cc1 (stereo unspecified)	-3
COc1cc(CN2C(=O)C(C)ON=C2c2ccccc2F)cc(OC)c1 (stereo unspecified)	1
Cc1ccc2ccccc2c1C(O)c1ncc(-c2ccc(F)cc2)[nH]1 (stereo unspecified)	6
Cc1onc(-c2ccc(Cl)cc2)c1-c1ccn(S(=O)(=O)c2ccccc2Cl)n1	-7
CC(=O)Nc1ccc(NC(=O)C2(C)Cc3c(-c4cccc(C(N)=O)c4)ccnc3O2)cc1 (stereo unspecified)	1
CCC(C)N(C(=O)c1ccc(CNC(=O)c2cccc(Br)c2)cc1)C(C)CC (stereo unspecified)	3
CCCCCCN1CCS(=O)(=O)N(Cc2ccc(OC)cc2)C(C(=O)OC)C1 (stereo unspecified)	-2
Cc1ccc(C(O)c2ncc(-c3ccc4ccccc4c3)[nH]2)cc1 (stereo unspecified)	-1
O=C(NCc1cccs1)C1CCN(S(=O)(=O)c2ccccc2[N+](=O)[O-])CC1	-5
CC(C)Oc1cc(F)ccc1-c1cc(C(=O)Nc2ccccc2)[nH]n1	1
O=C(CCc1ccccc1)N[C@H]1[C@@H](OC(=O)c2cccnc2)CCC[C@@]12C(=O)N(Cc1ccccc1)c1ccccc12	-2
Oc1ccc(C[C@@H](CN2CCC[C@@H]2CN2C(=S)NC[C@@H]2Cc2ccccc2)N2C[C@H](Cc3ccccc3)N(CCc3ccccc3)C2=S)cc1	2
CCOC(=O)C1=CCN(S(=O)(=O)c2cccc(Cl)c2)C1c1ccc(F)cc1 (stereo unspecified)	0
Cc1nc(C(F)(F)F)ccc1C(=O)N1CCC1(C)C(=O)NS(=O)(=O)c1ccc2ccccc2c1 (stereo unspecified)	-9
CC(=O)NCCNc1nc2cc(-c3ccccc3C)sc2c(=O)n1C	-6
CCc1nc2ccc(C(=O)N(C)CCCN(C)C)cn2c1N(C)CCCc1ccccc1	-5
O=C(NC(c1ccc(Cl)cc1)c1ccsc1)C1CCN(Cc2ccc(Oc3ccccc3)cc2)CC1 (stereo unspecified)	-1
COc1ccc(S[C@]2(C(=O)N3CCOCC3)CC(=O)N(S(=O)(=O)c3ccc(F)cc3)[C@@H]2c2ccc(OC)cc2)cc1	-4
CCc1nc2c(OCC(N)=O)cccn2c1N(C)C(=O)c1ccc(OC)cc1	2
O=C(Nc1cccnc1)C1Cc2c(-c3ccccc3Oc3ccccc3)ccnc2O1 (stereo unspecified)	0
c1ccc(CNc2nc(NCCc3ccncc3)c3sccc3n2)cc1	6
COc1ccc(C(=O)OCCCN(C)C2CN(Cc3cn(Cc4ccccc4F)nn3)S(=O)(=O)C2)cc1OC (stereo unspecified)	-10
COc1ccc(Cn2ccc3ccc(-c4ccc5ccn(Cc6ccc(C#N)cc6)c5c4)cc32)cc1	6
N=C1N=C(N)c2cc3ccccc3cc21	i
O=C(Nc1ccccc1)c1cc(C2CCCN(C(=O)c3ccccc3)C2)on1 (stereo unspecified)	-1
CC1(c2nnnn2-c2ccc3c(c2)OCCO3)CCC(=O)N1CC1CCCCC1 (stereo unspecified)	-4
CC1(C(=O)Nc2ccc(F)cc2F)CCN1C(=O)Cc1ccccc1Cl (stereo unspecified)	1
Cc1cccc(CCNC(=O)Cn2nc(-c3ccccc3)ccc2=O)c1	-1
O=C1N(Cc2ccccc2)c2ccccc2C12CCCc1oc(CCc3ccccc3)nc12 (stereo unspecified)	-2
COC(=O)[C@@]1(Cc2ccc(OC)cc2)[C@H]2c3cc(C(=O)N4CCCC4)n(Cc4ccc(C)c(F)c4F)c3C[C@H]2CN1C(=O)c1ccccc1	2
CCCCCCCCCCCCCCCCCCO	3
COC(=O)c1ccc2c(c1)S(=O)(=O)NC2C (stereo unspecified)	-1
O=C(NCCN1C(=O)C2C3C=CC(C3)C2C1=O)c1cc(Cl)cc(Cl)c1 (stereo unspecified)	-1
Cn1[nH]c2c(c1=O)[C@H](c1ccc(F)cc1)O[C@H](CCc1ccccc1)C2	-16
Nc1ccc(C=Cc2ccc(N)cc2)cc1	2

Continued:
SMILES	PI4K2A block
CC(C)c1ccc([C@@H]2O[C@H](C)CC3=C2C(=O)OC(C)(C)O3)cc1	-1
CCCOc1ccc(F)cc1-c1cc(C(=O)NCc2ccccc2)[nH]n1	0
COc1ccc(N2CCN(CCCNC(=O)CCOC(C)(C)C)CC2)cc1	-4
COc1ccc(-c2ccc(C(=O)NCc3ccco3)c3occc23)c(C)c1	3
OC(c1ccccc1)c1ncc(-c2cccc(C(F)(F)F)c2)[nH]1 (stereo unspecified)	1
COC(=O)N1CCCCC1c1cc(C(=O)N2CCOCC2)no1 (stereo unspecified)	-3
OC[C@@H]1CN(Cc2ccc(Cl)cc2)C[C@H](n2cnc3c(NCc4ccco4)ncnc32)O1	-6
Cc1ccccc1-c1ccc(CN2C(C)C(=O)N(Cc3cn(Cc4ccco4)nn3)CCS2(=O)=O)cc1 (stereo unspecified)	-4
Cc1ccc(Nc2nc(NCC3CC3)nc3ccsc23)c(C)c1	-12
O=C(NCCN1CCC(n2c(=O)[nH]c3ccccc32)CC1)c1ccc(C(F)(F)F)cc1C(F)(F)F	1
Cc1ccccc1CN1CCCCC(NC(=O)c2ccc(N(C)C)cc2)C1=O (stereo unspecified)	-1
Cc1cc(C)cc(-n2c3ccc(NC(=S)NC4CCCCC4)cc3c(=O)n2C)c1	0
COC(=O)[C@]12C[C@H](CC(=O)N3CCN(C(=O)C4CC4)CC3)C(=O)N(Cc3ccc4c(c3)OCO4)C1=C[C@H](C(C)C)O[C@@H]2C1CC1	-5
CCN(CC)C(=O)CC[C@H]1CC[C@]2(CCCN(Cc3ccc(Cl)cc3)C2)O1	0
CCCCCCCCN1C(=O)[C@@H](CC(=O)NCCC(C)C)C[C@@]2(C(=O)OC)C1=C[C@H](COCc1ccccc1)O[C@@H]2C	5
Cc1ccc(-c2c(NC(=O)c3cccc(C)c3)nc3ncccn23)cc1	-1
COc1ccc(-c2nc3c4ccccc4ccn3c2Cc2ccc(C)cc2)cc1OC	1
Nc1nc2ncccn2c1-c1ccccc1	3
OC(c1ccc(Cl)c(F)c1)c1ncc(-c2cccc(C(F)(F)F)c2)[nH]1 (stereo unspecified)	-4
COc1ccc2[nH]cc(CCNC(=O)/C=C/[C@H]3O[C@@H](n4cc(C)c(=O)[nH]c4=O)C[C@@H]3O)c2c1	-1
CN(C)CCN(C)c1cc2c(c3c1ccn3C)C1CCC2O1 (stereo unspecified)	-2
N#Cc1ccc(OCc2c(-c3ccccc3)nnn2CC(=O)O)cc1	0
CCc1nc2ccc(C(=O)NCCOc3ccc(OC)cc3)cn2c1N(CCN(C)C)CC1CC1	-9
CC(C(=O)NC1CCCC1)n1c(-c2ccncc2)nc2ccccc21 (stereo unspecified)	6
COc1ccc(C(C)(O)c2nc(-c3ccccc3OC)cs2)cc1 (stereo unspecified)	5

Bioassay records from PubChem.

Only part of the results is shown; count on the stated rates, not on these rows.
